Assay outcomes: PubChem BioAssay, National Center for Advancing Translational Sciences (NCATS)
EPAC1 antag = qHTS for Antagonist of cAMP-regulated guanine nucleotide exchange factor 3 (EPAC1): primary screen; EPAC1 GEF assay, Rap1b-BODIPY-GDP exchange fluorescence; hit rate 0.14% among 360,000; AID 720709, 2013; Potency, µM (doses to about 115 µM), inactives show at the highest dose activity change, negative = inhibition, most hits filed as inhibitors;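 also: potency is read from the fitted curve at half-maximal effect; plate controls were vehicle for no effect and positive control for full effect; nearly all actives have a fitted effect of over 50% in size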
GLP1R inv ag = qHTS of GLP-1 Receptor Inverse Agonists (Inhibition Mode); HEK293 GLP-1R CRE-luciferase, luminescence, 24 h; GLP-1R form is constitutively active; Potency, µM (titrated, usually from 38.3 µM), inactives show top-dose activity change, negative = inhibition, hits mostly inhibitors; hit rate 1.6% among 410,000; Glucagon-like peptide 1 receptor (Homo sapiens), P43220; also: potency is read from the fitted curve at half-maximal effect; % is scaled to controls: 0 for no effect and ±100 for the full control effect; nearly all actives have a fitted effect of over 55% in size
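Inverse agonism was detected as reduced cAMP-driven luciferase luminescence after 24 h compound treatment. The cells were HEK293 clones expressing constitutively active human GLP-1R with the reporter. Reporter-only and GPR119 cell lines served as counterscreen controls.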
PI5P4Ka inh = qHTS for Inhibitors of phosphatidylinositol 5-phosphate 4-kinase (PI5P4K); Phosphatidylinositol 5-phosphate 4-kinase type-2 alpha (Homo sapiens), P48426; PI5P4Kalpha enzyme, ADP-Glo luminescence, 60 min; hits give low values; max response, %; hit rate 1.2% among 330,000; AID 652105, 2013; active = max response of -50% or lower; inconclusive = between -30% and -50%; inactive = -30% or higher; also: value at the top dose of about 77 µM; % is scaled to controls: 0 for no effect and ±100 for the full control effect
Target sequence (P48426 whole entry, looked up): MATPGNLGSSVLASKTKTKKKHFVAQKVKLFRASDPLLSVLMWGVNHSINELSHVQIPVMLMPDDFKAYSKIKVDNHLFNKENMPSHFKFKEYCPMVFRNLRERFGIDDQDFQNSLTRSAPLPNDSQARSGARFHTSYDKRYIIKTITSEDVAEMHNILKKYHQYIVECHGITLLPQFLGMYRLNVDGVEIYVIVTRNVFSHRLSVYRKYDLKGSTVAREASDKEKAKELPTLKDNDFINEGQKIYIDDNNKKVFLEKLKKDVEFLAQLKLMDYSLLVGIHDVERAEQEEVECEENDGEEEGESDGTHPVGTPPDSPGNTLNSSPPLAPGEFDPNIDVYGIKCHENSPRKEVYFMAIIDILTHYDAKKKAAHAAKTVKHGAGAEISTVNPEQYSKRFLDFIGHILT
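Human PI5P4Kalpha with substrate in 0.038 M HEPES pH 7.4, 0.28 mM EGTA, 0.1% CHAPS, 5% DMSO; reaction started with 5 microM ATP (final), 60 min at room temperature. ADP formed read by ADP-Glo luminescence.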
PLK1 PBD inh = qHTS for Inhibitors of PLK1-PDB (polo-like kinase 1 - polo-box domain): Primary Screen. Serine/threonine-protein kinase PLK1 (Homo sapiens), P53350. Plk1 PBD binding of FITC phosphopeptide, fluorescence polarization. Potency, µM, for inactives: max response, negative = inhibition, hits mostly inhibitors. hit rate 2.8% among 360,000; also: potency is read from the fitted curve at half-maximal effect; series mostly up to about 57 µM; % is scaled to controls: 0 for no effect and ±100 for the full control effect; nearly all actives have a fitted effect of over 65% in size
Target sequence (P53350 whole entry, looked up, the tested form may be a part): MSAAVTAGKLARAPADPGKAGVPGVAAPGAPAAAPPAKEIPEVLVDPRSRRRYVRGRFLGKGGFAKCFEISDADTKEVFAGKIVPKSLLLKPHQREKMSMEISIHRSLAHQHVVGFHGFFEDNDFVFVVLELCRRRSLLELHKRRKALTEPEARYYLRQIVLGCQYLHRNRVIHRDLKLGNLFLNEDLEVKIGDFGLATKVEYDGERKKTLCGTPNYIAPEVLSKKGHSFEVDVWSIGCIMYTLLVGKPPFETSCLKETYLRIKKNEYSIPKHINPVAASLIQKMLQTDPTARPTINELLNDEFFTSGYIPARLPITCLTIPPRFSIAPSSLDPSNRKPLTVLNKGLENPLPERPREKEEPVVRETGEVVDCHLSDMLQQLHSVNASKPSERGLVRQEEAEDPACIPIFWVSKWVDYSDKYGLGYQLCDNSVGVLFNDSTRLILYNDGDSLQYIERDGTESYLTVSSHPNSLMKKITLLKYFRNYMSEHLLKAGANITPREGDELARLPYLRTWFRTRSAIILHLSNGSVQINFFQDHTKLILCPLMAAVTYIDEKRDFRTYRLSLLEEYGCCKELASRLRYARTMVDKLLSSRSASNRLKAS
EPAC1 agonist = qHTS for Agonist of cAMP-regulated guanine nucleotide exchange factor 3 (EPAC1): primary screen; Rap guanine nucleotide exchange factor 3 (Homo sapiens), O95398; Potency, µM (top dose mostly 154 µM), for inactives: at the top dose activation, actives largely listed as activators; hit rate 0.073% among 360,000; EPAC1 agonist qHTS, biochemical assay; response scale: 100% = response to 6.5 mM cAMP; also: potency is read from the fitted curve at half-maximal effect; nearly all actives have a fitted effect of over 60% in size
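Multi-concentration qHTS readout: loss of Rap1B-bound BODIPY-GDP fluorescence driven by 100 nM EPAC1 with excess GDP (50 uM), monitored kinetically at room temperature; agonist response expressed relative to 6.5 mM cAMP.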
GLP1R cytotox = qHTS of GLP-1 Receptor Inverse Agonists: Cytotox Screen | HEK293 cAMP-luciferase reporter cells, luminescence, 24 h | Potency, µM (top dose mostly 38.3 µM), without a hit: at the top dose activity change, negative = inhibition, hits mostly inhibitors | hit rate 0.13% among 410,000;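 also: loss of luciferase light is scored as toxicity; potency is read from the fitted curve at half-maximal effect; % is scaled to controls: 0 for no effect and ±100 for the full control effect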
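Here, cytotoxicity is scored as loss of luminescence. The MLSMR collection was tested on cells seeded in medium containing 10% Nu serum, with a 24 hr compound exposure preceded by 12 hours of culture.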
GLP-1R agonist = qHTS of GLP-1 Receptor Agonists | AID 624172, 2012 | HEK293 GLP-1R CRE-luciferase, luminescence, 4-6 h; cells express a hypersensitive GLP-1R form | Potency, µM (top dose mostly 45.6 µM), without a hit: at the top dose activation, hits mostly activators | hit rate 0.007% among 380,000 | Glucagon-like peptide 1 receptor (Homo sapiens), P43220; also: potency is read from the fitted curve at half-maximal effect; % of control where 0% means no effect
IL-2 act = qHTS of IL-2 Activators; hit rate 0.065% among 360,000; activation, % (series mostly up to about 46 µM); IL-2 activation reporter assay, cell-based qHTS; stimulated with anti-CD3/CD4/CD28 beads; in transgenic mouse T cells; AID 652025, 2013; in the data active = activation above about 50%; inconclusive = mostly about 30% to 49%; also: 0% is about no effect
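Readout: EGFP and DsRed signals by fluorescent plate cytometry. Unstimulated transgenic mouse T cells received compound 60 min before antibody-bead stimulation, then incubated 18 h at 37 degrees C.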
PTHR1 agonist = qHTS for PTHR1 Agonists: Primary Screen; Potency, µM (top dose mostly 115 µM), for inactives: at the highest dose activation, most hits filed as activators; Parathyroid hormone/parathyroid hormone-related peptide receptor (Homo sapiens), Q03431; hit rate 0.075% among 410,000; HEK293 GP2 PTHR1 cells, GloSensor cAMP luminescence, 1 h; AID 743266, 2014; also: potency is read from the fitted curve at half-maximal effect; nearly all actives have a fitted effect of over 55% in size; some results filed as inactive show a strong effect at the top dose; inactives centre near -15; many of its hits are not listed in these tables
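HEK-293-derived GP2 cells expressing PTHR1 and a GloSensor cAMP reporter, 3,000/well, plated overnight, given luciferin plus IBMX (each 0.5 mM as added) for 1 h at 37 °C, then compound for 1 h at 37 °C. Luminescence was read after 15 min at room temperature.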
* marks the source's active call; other numbers are inactive results; i = inactive; ? = inconclusive; . = no result given; [ ] = dose if it differs, or a comment. Unless noted, calls follow the shape of the dose curve; as a rule, active = well fitted curve in the direction sought with a large enough effect; inconclusive = small, poorly fitted or top-dose-only effect, or another doubt; inactive = no such curve, though single readings can be large; an effect the other way counts as inactive or inconclusive.

#1 CCOC(=O)Cc1cc(=O)[nH]c(Nc2nc3ccccc3o2)n1
#2 CC(=O)N1CCN(CC(c2ccccc2)c2ccccc2)CC1
#3 CCOC(=O)c1cnc2cc(C)ccn2c1=O
#4 O=C(NCCCN1CCOCC1)c1ccc(NS(=O)(=O)c2ccccc2)cc1
#5 O=C(CSC1=NC(=O)C(Cc2ccccc2)C(=O)N1)Nc1ncc(Br)cc1Br (stereo not drawn)
#6 CC1CCCC(C)N1C(=O)COC(=O)c1ccc2c(c1)OCO2 (stereo not drawn)
#7 CC/C(=N\NC(=O)c1ccc(CN(C)S(=O)(=O)c2ccc(C)cc2)cc1)c1ccc(OC(F)F)cc1
#8 CC(C)(C)c1ccccc1NC(=O)NC1CCN(Cc2c(F)cccc2Cl)CC1

assay / compound	1	2	3	4	5	6	7	8
EPAC1 antag	16%	-1%	12%	-6%	4%	-5%	-8%	-21%
GLP1R inv ag	2%	-8%	25%	53%[activator]	4%	-26%	?	-9%
PI5P4Ka inh	.	0	-20	-3	-12	1	7	5
PLK1 PBD inh	1%	2%	-2%	-11%	-20%	-7%	-6%	-5%
EPAC1 agonist	4%	-3%	-4%	-20%	-1%	4%	4%	7%
GLP1R cytotox	2%	1%	-4%	1%	-6%	19%	0%	0%
GLP-1R agonist	13%	-3%	-1%	-12%	1%	5%	2%	7%
IL-2 act	-0.1	-1.2	-0.3	-0.8	-0.2	-0.3	-0.6	1.9
PTHR1 agonist	i	-10%	i	-23%	-13%	-5%[57.5 µM]	-17%	i

#9 CC(CCc1ccccc1)NC(=O)CN(C)Cc1ccc(F)cc1 (stereo not drawn)
#10 O=C(NCc1ccccc1)c1c(O)c2ccccc2[nH]c1=O
#11 COc1cccc(OC)c1NC(=O)CN(C)S(=O)(=O)c1ccc2c(c1)OCCO2
#12 O=C(NCC(c1cccs1)N1CCOCC1)c1cc(-c2ccc(F)cc2)nc2ccccc12 (stereo not drawn)
#13 O=c1[nH]ncc(N2CCCCC2)c1Cl
#14 Cc1oc(-c2ccc(Cl)cc2)nc1CS(=O)CC(=O)NCc1ccco1 (stereo not drawn)
#15 CCc1ccc(OC2=NS(=O)(=O)c3ccccc32)cc1
#16 COc1cccc(CNC(=O)[C@@H]2CCCN2C(=O)[C@H]2CCCCN2)c1

assay / compound	9	10	11	12	13	14	15	16
EPAC1 antag	-2%	-3%	-4%	-1%	9%	2%	-9%	5%
GLP1R inv ag	?	-14%	8%	?	-2%	0%	-20%	17%
PI5P4Ka inh	11	2	5	5	0	-5	-4	7
PLK1 PBD inh	-6%	-10%	-3%	-9%	-4%	-21%	12µM*	1%
EPAC1 agonist	8%	12%	8%	1%	-4%	-1%	2%	5%
GLP1R cytotox	-5%	1%	2%	5%	-13%	1%	-18%	4%
GLP-1R agonist	20%	-5%	14%	11%	-3%	-2%	3%	-2%
IL-2 act	-0.1	2.7	-0.4	0.9	-0.4	-0.9	-1.9	-0.3
PTHR1 agonist	-12%	i	i	-20%	-4%	i	-5%	-11%

#17 CC(=O)NCCNC(=O)Cn1nnc(-c2ccccc2)c1COc1ccc2ccccc2c1
#18 COCCNS(=O)(=O)c1ccc(SC)cc1
#19 COc1cccc(/C=N/NC(=O)c2nc(-c3ccccc3)cc(-c3ccccc3)n2)c1
#20 Cn1c(Cc2csc(N)n2)nnc1SC/C=C/c1ccccc1
#21 CCOCCCn1c(=S)[nH]c2cc(C(=O)N3CCN(C4CCCCC4)CC3)ccc2c1=O
#22 C#CCOCCOCCOCCNc1nc(N2CCN(C(=O)Cn3cc(CCCN=C(N)N)nn3)CC2)nc(N2CCN(C(=O)Cn3cc(CC(C)O)nn3)CC2)n1 (stereo not drawn)
#23 Cn1c(=O)[nH]c(=O)c2c1nc(N)n2Cc1ccccc1
#24 Cc1ccc(NC(=O)CCc2c(C)nc3ncnn3c2C)nc1

assay / compound	17	18	19	20	21	22	23	24
EPAC1 antag	-7%	4%	5%	6%	4%	2%	-5%	-1%
GLP1R inv ag	10%	4%	-12%	-18%	-34%	4%	59%[activator]	0%
PI5P4Ka inh	-4	.	-2	5	-2	-3	-1	.
PLK1 PBD inh	0%	-7%	-5%	-14%	2%	2%	-5%	-8%
EPAC1 agonist	-12%	6%	11%	17%	-7%	0%	10%	-2%
GLP1R cytotox	-1%	0%	-3%	-20%	1%	?	7%	6%
GLP-1R agonist	-9%	7%	-3%	0%	1%	4%	19%	-7%
IL-2 act	1.7	-1.2	0.7	2.8	-1.5	-0.1	0.4	1.1
PTHR1 agonist	i	i	-9%	i	-8%	i	i	i

#25 CCc1cccc(CC)c1NC(=O)COC(=O)/C(C#N)=C/c1ccc(OC)cc1
#26 Cn1c(SCC(=O)c2cccs2)nnc1-c1ccco1
#27 Nc1nc(-c2ccc3c(c2)NC(=O)CO3)cs1
#28 COc1ccc(C(=O)NCC2CCCO2)cc1OC (stereo not drawn)
#29 Cc1nc2cc(NCc3ccc(Cl)cc3)ccc2n1C
#30 CC(C)C(NC(=O)c1ccc(Cl)cc1Cl)C(=O)N1CCN(S(=O)(=O)c2ccccc2)CC1 (stereo not drawn)
#31 CC(CC(=O)N1CCc2ccccc21)c1ccccc1 (stereo not drawn)
#32 O=C(NC1CCCCC1)c1ccc(CS(=O)(=O)c2ccc(Cl)cc2)o1

assay / compound	25	26	27	28	29	30	31	32
EPAC1 antag	-1%	9%	-16%	1%	13%	-1%	13%	-9%
GLP1R inv ag	-29%	-4%	9%	-9%	?	?	?	?
PI5P4Ka inh	5	.	-4	3	2	1	6	-3
PLK1 PBD inh	-6%	-11%	?	1%	-1%	5%	1%	-4%
EPAC1 agonist	-4%	-12%	5%	9%	3%	6%	2%	-8%
GLP1R cytotox	-5%	10%	-8%	3%	-11%	-18%	5%	3%
GLP-1R agonist	-16%	8%	9%	-4%	-6%	6%	9%	9%
IL-2 act	-1.9	-1.8	-0.5	-2.0	-3.5	-0.5	-0.1	1.2
PTHR1 agonist	i	-14%[57.5 µM]	-4%[57.5 µM]	-23%	i	i	-9%	-13%

#33 Cc1cc(C)n2nc(C(=O)OCC(=O)N3C(C)CCCC3C)nc2n1 (stereo not drawn)
#34 C=CCNc1nc(Cl)nc(Nc2ccc(OC)cc2)n1
#35 CC(=O)n1cc(/C=N/NC(=O)c2ccccc2Cl)c2ccccc21
#36 Cc1[nH]c2ccccc2c1N=Nc1ccccc1F
#37 O=C(CSC1=Nc2ccccc2C2=NC(Cc3c[nH]c4ccccc34)C(=O)N12)NC1CCCCC1 (stereo not drawn)
#38 COc1ccccc1CNC(=O)COC(=O)Cc1c(Cl)cccc1Cl
#39 O=C(CN(Cc1ccc2c(c1)OCO2)C(=O)c1cnsn1)NC1CCCC1
#40 Cc1cc2c(cc1S(=O)(=O)N1CCN(c3cccc(C)c3C)CC1)OCCN2C
#41 COc1cccc(C(=O)Nc2ccc(NC(=O)C(C)C)nc2)c1
#42 Cc1ccc(C2C(C#N)=C(N)Oc3n[nH]c(-c4ccccc4)c32)o1 (stereo not drawn)
#43 COc1ccc(-c2cc(C)no2)cc1S(=O)(=O)Nc1ccc(NC(C)=O)cc1

assay / compound	33	34	35	36	37	38	39	40	41	42	43
EPAC1 antag	3%	1%	-2%	-16%	1%	8%	-5%	-22%	11%	-6%	-8%
GLP1R inv ag	3%	5%	-26%	?	0%	-26%	0%	-4%	-8%	11%	-5%
PI5P4Ka inh	-3	.	20	16	.	-4	-3	10	-1	-67*	-4
PLK1 PBD inh	-2%	-10%	0%	4%	-11%	-5%	0%	-17%	-3%	3.4µM*	-17%
EPAC1 agonist	-10%	9%	-12%	2%	17%	10%	1%	3%	4%	0%	-5%
GLP1R cytotox	-1%	-24%	-7%	-25%	?	-1%	9%	1%	-18%	-16%	-10%
GLP-1R agonist	-4%	4%	20%	11%	2%	0%	-1%	-3%	-3%	-15%	0%
IL-2 act	-1.6	-2.0	-3.6	-2.2	-0.2	-0.2	-0.6	-1.6	-0.2	-1.9	0.1
PTHR1 agonist	-18%	?	i	-5%	-15%[57.5 µM]	-2%	-16%[57.5 µM]	-35%[inhibitor]	i	-10%	3%

Three entries from above, arranged by the value under PTHR1 agonist, descending.
#	SMILES	EPAC1 antag	PI5P4Ka inh	PLK1 PBD inh	EPAC1 agonist	GLP-1R agonist	IL-2 act	PTHR1 agonist
38	COc1ccccc1CNC(=O)COC(=O)Cc1c(Cl)cccc1Cl	8%	-4	-5%	10%	0%	-0.2	-2%
42	Cc1ccc(C2C(C#N)=C(N)Oc3n[nH]c(-c4ccccc4)c32)o1 (stereo not drawn)	-6%	-67*	3.4µM*	0%	-15%	-1.9	-10%
33	Cc1cc(C)n2nc(C(=O)OCC(=O)N3C(C)CCCC3C)nc2n1 (stereo not drawn)	3%	-3	-2%	-10%	-4%	-1.6	-18%

Some of the compounds tested; rates above refer to the full screens.
